MRP-1 activ – H69AR viability gain despite doxorubicin, primary screen, MRP-1 activator project, H69AR cells, CellTiter-Glo; viability rescue; viability increase, % at 10 µM; AID 799, 2007; hit rate 0.61% among 140,000;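 active = viability gain under doxorubicin at or above a set limit, the compound median plus 3 SD, cut at about 4.7% in these data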;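 also: MRP-1 overexpressing cells given doxorubicin 25 µM after compound pretreatment; 18-22 h compound pretreatment then 72 h with doxorubicin before readout; 0% = doxorubicin-only wells and 100% = vehicle-treated cells without doxorubicin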
Measles CPE – compounds protecting cells from measles virus cytopathic effect, primary screen, measles RdRp inhibitor project, single point, MLSMR library, absorbance. Measles virus-infected cells, CPE protection. protection (pct of control), % at 4 µM. hit rate 1.5% among 140,000. AID 841, 2007; in the data active = protection mostly above about 24%, no sharp cut-off; inactive = mostly below about 26%; also: some compounds called inactive have numbers as strong as hits
E-sel TNF inh – E-selectin induction blockers in HUVEC – imaging, immunofluorescence, high content, primary screen. inhibition, % at 2 µM. hit rate 0.71% among 120,000. HUVEC TNFa-induced E-selectin immunofluorescence;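 active = inhibition above the batch mean plus 3 SD, and confirmed as a hit on visual image review, cut at about 43% in these data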;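 also: 0% = TNF-stimulated DMSO wells and 100% = unstimulated control wells; not every result past the cut was called active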
Phagocyt inh – inhibitors of macrophage phagocytosis, primary screen, imaging, J774A.1 cells, IgG beads; AID 1029, 2008; J774A.1 macrophage IgG-bead phagocytosis; hit rate 0.07% among 110,000; inhibition, % at 5 µM;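 active = inhibition above the mean of the plate negative controls plus 5 SD, cut at about 13% in these data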;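 also: phagocytic index as fraction of beads internalized from green versus red external bead signal; plate controls were DMSO negative control for no effect and cytochalasin-D positive control for full effect; some results beyond the cut were filed as inactive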
GALR2 antag – GALR2 antagonists in receptor-expressing cells, primary screen; antagonist mode; inhibition, % at 4 µM; AID 828, 2007; Galanin receptor type 2 (Homo sapiens), O43603; hit rate 0.39% among 140,000; in the data active = inhibition above about 27%;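 also: cells stimulated with galanin 1-16 at roughly its EC80; 0% = agonist challenge control and 100% = basal control without agonist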
Target sequence (O43603 whole entry, looked up): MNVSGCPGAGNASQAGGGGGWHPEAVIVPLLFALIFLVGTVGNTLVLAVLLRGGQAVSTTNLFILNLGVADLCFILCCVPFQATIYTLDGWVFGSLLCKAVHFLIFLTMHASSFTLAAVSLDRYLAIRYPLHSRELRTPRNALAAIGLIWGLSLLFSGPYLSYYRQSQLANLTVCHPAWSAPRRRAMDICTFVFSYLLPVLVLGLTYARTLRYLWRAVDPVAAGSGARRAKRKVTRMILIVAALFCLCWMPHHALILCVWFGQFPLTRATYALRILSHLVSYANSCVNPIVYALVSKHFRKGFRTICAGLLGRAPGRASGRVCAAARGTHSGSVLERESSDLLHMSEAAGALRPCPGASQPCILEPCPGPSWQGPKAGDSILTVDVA
Yeast life ext – compounds extending yeast replicative lifespan, primary screen, S. cerevisiae, OD615 | hit rate 0.68% among 130,000 | inhibition of the nicotinamide effect, % at 10 µM | S. cerevisiae growth with nicotinamide; deaD strain in restrictive glucose medium | AID 775, 2007;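 active = inhibition above a set limit, placed 3 SD over the median of all compounds, cut at about 26% in these data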;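 also: 0% = nicotinamide-treated wells and 100% = cells grown without nicotinamide; some compounds called inactive have numbers as strong as hits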
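Assay system: DeaD-strain S. cerevisiae. Medium: CSMM-D glucose medium, restrictive. Reagent: nicotinamide, 1.5 mM, co-present with compound. Compound: 10 µM single point, 0.25% DMSO. Schedule: culture preincubation 4 h, compound exposure 48 h, both 30 °C. Detection: absorbance at 615 nm.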
NPY Y2 blocker – NPY-Y2 receptor antagonists, primary screen, cell-based. Neuropeptide Y receptor type 2 (Homo sapiens), P49146. NPY-Y2 expressing cells, antagonist mode. inhibition, % at 2.7 µM. hit rate 0.99% among 140,000. AID 793, 2007; in the data active = inhibition above about 17%;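 also: 0% = vehicle with agonist challenge and 100% = reference antagonist with challenge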
Target sequence (P49146 whole entry, looked up): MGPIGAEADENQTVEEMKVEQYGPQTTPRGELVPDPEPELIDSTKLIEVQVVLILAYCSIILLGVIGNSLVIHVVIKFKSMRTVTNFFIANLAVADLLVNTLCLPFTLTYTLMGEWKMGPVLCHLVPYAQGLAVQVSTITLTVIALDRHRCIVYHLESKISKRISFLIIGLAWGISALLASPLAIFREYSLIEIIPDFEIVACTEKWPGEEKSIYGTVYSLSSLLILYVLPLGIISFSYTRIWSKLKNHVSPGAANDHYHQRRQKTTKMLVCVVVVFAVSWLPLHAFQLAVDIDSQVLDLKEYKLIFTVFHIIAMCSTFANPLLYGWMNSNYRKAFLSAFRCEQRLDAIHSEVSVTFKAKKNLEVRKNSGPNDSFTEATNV
PTEN del growth – growth suppression of PTEN-null HCT116, primary screen, cell-based, CellTiter-Glo | HCT116 PTEN-null viability, 60 h; stronger effect = lower value | viability, % at 10 µM | hit rate 1.2% among 140,000;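 active = viability at or below a set limit, 4 SD under the median of all tested compounds, cut at about 3.7% in these data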;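 also: PTEN knockout HCT116 line with beta catenin targeted HCT116 as companion control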
HCT116 bCat-KO – primary screen for growth suppressors in beta-catenin knockout HCT116 cells (colon tumor, human); HCT116 beta-catenin knockout viability, CellTiter-Glo, 60 h; stronger effect = lower value; viability, % at 10 µM; hit rate 1.5% among 140,000; AID 818, 2007;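 active = viability at or under a set limit, the compound median less 4 SD, cut at about 6% in these data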;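 also: 0% = Hyamine 1622 control at 20 µM and 100% = untreated cell control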
BB579 growth dn – growth inhibitors of yeast BB579 in restrictive medium, primary screen, yeast lifespan-shortening project, S. cerevisiae; OD615, 48 h; inhibition, % at 10 µM; hit rate 0.51% among 140,000; AID 804, 2007;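 active = inhibition above a set limit, 3 SD over the mean compound inhibition, cut at about 44% in these data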; also: inactives centre near -24
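controls = amphotericin B 10 µg/mL, positive | assay system = DeaD yeast strain BB579 | schedule = 48 h compound exposure at 30 °C after 4 h preincubation | detection = OD615 turbidity measurement | medium = restrictive CSMM-D medium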
* marks the source's active call; other numbers are inactive results; · = not tested or not shown.

compound,Phagocyt inh,Yeast life ext,MRP-1 activ,GALR2 antag,NPY Y2 blocker,PTEN del growth,Measles CPE,E-sel TNF inh,HCT116 bCat-KO,BB579 growth dn
O=C(NCc1ccco1)c1cccc(-c2nnc(-c3ccccc3)o2)c1,-1,-13,-0.9,0,4,112,9,-38,91,-16
CCOC(=O)c1c(C)[nH]c(C(=O)N/N=C\c2ccccc2O)c1C,-15,-4,-3.1,8,4,8,2,·,7,-10
COc1ccc(NC(=O)CC2COc3ccccc3O2)c(OC)c1 (stereo not given),·,-22,5.0*,11,-1,91,35,13,102,-41
CC(=O)Nc1ccc(SCC(=O)c2cc(C)n(Cc3cccs3)c2C)cc1,0,-11,-1.2,4,5,104,4,-12,104,-3
COc1ccc2[nH]c(=O)c(C(c3nnnn3C(C)(C)C)N(Cc3ccco3)CC3CCCO3)cc2c1 (stereo not given),-1,-12,-2.2,2,4,33,4,·,43,-40
Cc1csc(NC(=O)CSc2nnc(NC(=O)COc3ccc(Cl)cc3)s2)n1,2,3,-2.6,0,5,84,19,·,98,-19
O=C(CCCOc1ccccc1)Nc1ccccc1C(F)(F)F,-6,-5,-0.6,-12,3,91,9,-10,90,-4
CCOC(=O)C1C(=O)CC(C)(O)C(C(=O)OCC)C1c1cccs1 (stereo not given),-2,-4,-2.8,-7,3,96,21,·,94,3
CN(C)C(/C=C/Nc1ccc(C#N)cc1)=C(C#N)C#N,-4,-14,-2.9,4,-1,89,6,-1,93,-10
c1ccc(-c2ccc(Oc3cc(N4CCOCC4)nc(-c4ccccc4)n3)cc2)cc1,0,-3,-1.3,15,2,82,3,·,88,-24
O=C(Cn1c(SCc2ccccc2)nc2ccccc21)N1CCOCC1,·,-24,-3.2,-1,1,106,5,2,96,2
COc1ccccc1NS(=O)(=O)c1cc([N+](=O)[O-])ccc1N/N=C/c1c(C)[nH]c2ccccc12,0,-5,-3.6,9,-6,44,1,25,73,-43
O=C(NCCN1CCN(c2ccccc2)CC1)c1cccn2c(=O)c3cc(Cl)ccc3nc12,1,-10,1.0,-8,10,53,3,-4,49,-56
COc1ccc(-c2nc(NC(=O)C3CC(=O)N(c4ccc5c(c4)OCCO5)C3)sc2C)cc1 (stereo not given),8,0,-2.2,4,6,12,20,·,11,-34
COC(=O)c1cc2ccsc2n1CC(=O)N(C)C1CCCCC1,·,-9,-1.9,-8,6,91,4,-3,91,14

The listing continues:
compound,Phagocyt inh,Yeast life ext,MRP-1 activ,GALR2 antag,NPY Y2 blocker,PTEN del growth,Measles CPE,E-sel TNF inh,HCT116 bCat-KO,BB579 growth dn
Cn1cc(C(=O)N2CCc3ccccc32)cn1,-2,-6,-1.7,12,-2,97,3,-10,94,-13
O=C(CSc1nccn1-c1ncc(C(F)(F)F)cc1Cl)c1ccc(Br)cc1,-1,-15,-3.2,-2,2,86,9,-8,97,-31
COc1cccc(-c2cc(C(=O)Nc3cccnc3)no2)c1,3,-9,-4.6,0,9,88,7,12,78,-25
Cc1ccc(S(=O)(=O)N2CCOC2CNC(=O)C(=O)NCc2cccnc2)cc1 (stereo not given),·,7,-0.5,4,2,99,4,1,95,-49
CC(C)COC(=O)C1C2C=CC3(CN(C(C)c4ccc(Br)cc4)C(=O)C13)O2 (stereo not given),0,-3,-2.8,1,5,91,11,-9,93,-32
COc1ccc(/C(C)=N/OCC(=O)N=Nc2c(O)[nH]c3ccccc23)cc1,20,6,-2.1,7,13,84,6,·,95,-31
CCOc1ccc2[nH]c(=S)[nH]c2c1,-1,-2,-2.5,2,0,98,12,0,100,-4
COc1ccc(CNC(=O)Cc2ccc(OC)c(S(=O)(=O)N3CCOCC3)c2)cc1,-1,-6,-0.1,-4,3,95,8,-12,97,-22
CC(CNC(=O)C(C)C)NC(=O)C(C)C (stereo not given),-1,-7,-1.6,2,0,90,27*,-2,88,-31
CC(C)CCN1C(=O)c2ccc(C(=O)NCc3ccco3)cc2C1=O,1,-23,-1.1,-4,1,91,28,-17,93,-35
COCCOC(=O)C1=C(C)NC(=O)NC1/C=C/c1ccccc1 (stereo not given),-6,2,1.2,8,0,101,5,·,89,-7
C/C(=N/NC(=O)c1ccoc1C)c1ccc(NC(=O)C2CCCC2)cc1,-3,-9,-2.6,3,0,101,1,3,93,-34
O=C(O)c1n[nH]c2c1CCCC2,-2,-3,-3.4,1,7,97,14,-33,94,-8
Cc1cccc(C)c1OC1(c2ccccc2)OC(=O)c2ccccc21 (stereo not given),·,-13,-2.3,-3,11,57,0,23,58,-60
O=C(O)CN=C(NS(=O)(=O)c1ccc(Cl)cc1)c1ccccc1,0,-6,-0.1,-6,-1,102,6,3,103,12

The listing continues.
compound,Phagocyt inh,Yeast life ext,MRP-1 activ,GALR2 antag,NPY Y2 blocker,PTEN del growth,Measles CPE,E-sel TNF inh,HCT116 bCat-KO,BB579 growth dn
Cc1ccc(NC(=O)c2ccccc2Cl)c(Cl)c1,-1,-13,-0.9,-21,4,89,5,30,102,-36
Clc1ccc(Cn2ncc3c(NCc4ccco4)ncnc32)c(Cl)c1,4,-27,-2.8,7,10,18,0,13,23,-7
CC(c1cccs1)N(Cc1ccco1)C(=O)Nc1ccc(Cl)c(Cl)c1 (stereo not given),0,4,0.0,-4,10,67,16,-12,65,-80
CCOC(=O)c1sc(NC(=O)c2cccs2)nc1C,·,-14,-1.8,8,1,73,18,·,79,-19
C(=C\c1ccccc1)/C=N/Nc1nc2ccccc2[nH]1,-4,-2,-1.1,2,11,17,5,10,18,-25
CC(=O)N1N=C(N)SC1c1cccc([N+](=O)[O-])c1 (stereo not given),-1,5,-1.8,-6,1,95,6,6,92,-51
Cc1cccc(C(=O)NC(=S)Nc2ccc(N3CCOCC3)cc2)c1,0,-7,-2.8,-1,2,80,2,4,82,-46
COc1ccc(NC(=O)c2cnc3sccn3c2=O)cc1,-2,-10,-0.4,-12,1,93,30,-35,92,-12
CCC(=O)Nc1cccc(NC(=S)NC(=O)c2ccc(Cl)cc2)c1,-6,-1,2.0,11,4,99,12,·,97,14
Cc1cc(C(=O)NN)c2cc(Br)ccc2n1,0,1,-3.8,-14,6,65,18,-10,65,-7
Clc1ccc(Cn2ncc3c(NCc4ccccc4)ncnc32)c(Cl)c1,-1,6,-2.7,-16,7,34,3,-13,32,-56
Cc1cc(NC(=O)CSC2=NCCS2)no1,·,-10,-1.4,3,0,96,10,-21,86,-78
COc1cc(OC)cc(C(=O)NCC(=O)OCC(=O)c2cc(C)n(Cc3ccco3)c2C)c1,-5,4,-2.6,-12,5,88,5,13,100,-51
O=C(Nc1cccnc1)c1scc2c1OCCO2,-2,-5,-1.7,-6,-2,93,6,·,89,-11
O=C(CSCc1c(Cl)cccc1Cl)Nc1ccc2c(c1)OCCO2,-9,-2,2.1,-8,6,80,5,-1,85,-11

(next part)
compound,Phagocyt inh,Yeast life ext,MRP-1 activ,GALR2 antag,NPY Y2 blocker,PTEN del growth,Measles CPE,E-sel TNF inh,HCT116 bCat-KO,BB579 growth dn
CCc1nnc(NC(=O)C(=O)NCCOC(=O)c2ccccc2)s1,1,-9,2.6,0,3,96,10,20,90,-82
COc1ccc(C)cc1NC(=O)C(OC(=O)CNC(=O)c1cccc(F)c1)c1ccccc1 (stereo not given),7,4,-1.7,0,1,99,20,5,92,-37
O=C(Cn1cnc2ccccc2c1=O)Nc1nnc(SCc2ccccc2)s1,·,-6,-1.3,-1,10,90,5,-5,101,-35
Cc1c(C)n(C(=O)CN2CCN(c3ccccc3)CC2)c2ccccc12,0,-6,-2.0,9,10,90,1,12,92,-20
COc1cccc(C(=O)NC2CCN(C(=O)N3CCCCC3)CC2)c1,-1,-10,-0.6,-1,10,90,13,-11,92,-14
CCN(CC)S(=O)(=O)c1cccc2cccnc12,-1,6,0.2,0,-2,95,5,9,108,-80
CCC(C)Sc1nc2c(cnn2-c2ccc(C)c(C)c2)c(=O)[nH]1 (stereo not given),0,-7,-3.1,-10,1,68,8,·,81,-25
CC(=O)Nc1ccc(NC2(C)C(=O)c3ccccc3C2=O)cc1,-1,-1,-0.1,5,2,97,26,·,100,-58
CCn1c(=NC(=O)CSC(C)=O)sc2cc(F)ccc21,-1,-25,-3.6,9,-6,95,8,-2,96,-28
O=C(OCCN1CCOCC1)c1cccs1,0,-3,-2.3,-1,1,93,11,-10,85,11
O=S(=O)(NCCC(c1ccc(F)cc1)c1ccco1)c1ccccc1 (stereo not given),-8,2,-2.4,-8,3,62,9,·,68,-6
CCNC(=O)CC1C(=O)N(c2ccc(C)cc2)C(=O)N1CCc1ccc(OC)c(OC)c1 (stereo not given),0,-1,-2.2,4,2,90,16,12,95,-16
Cc1cc(C)nc(Nc2n[nH]c(-c3ccccc3Br)n2)n1,-7,-7,-1.4,-2,2,74,10,-25,78,-36
CCOC(=O)N1CCC(NC(=O)CSCc2cnn(-c3ccccc3)c2-n2cccc2)CC1,-1,-19,-0.9,4,4,66,35,-7,71,3
c1ccc(CNC2=NCCCCC2)cc1,-1,-6,-1.3,-2,0,102,23,·,92,-25

The results go on:
compound,Phagocyt inh,Yeast life ext,MRP-1 activ,GALR2 antag,NPY Y2 blocker,PTEN del growth,Measles CPE,E-sel TNF inh,HCT116 bCat-KO,BB579 growth dn
COc1ccc(N2CCN(C(=O)Cc3ccc(-n4c(=O)[nH]c5ccccc5c4=O)cc3)CC2)cc1,·,-3,-2.1,0,1,97,24,-5,96,-16
O=C(Cn1c(CN2CCCCC2)nc2ccccc2c1=O)NC1CCCCC1,·,-4,-4.6,7,7,85,9,-30,92,14
O=C(COC(=O)COc1ccc2ccccc2c1)Nc1cc(C(F)(F)F)ccc1N1CCOCC1,-7,-6,-1.5,-8,8,92,6,16,90,-18
Cc1cc(C)c2c(=O)[nH]c(SCC(=O)NCc3ccccc3)nc2n1,2,-7,-0.5,-7,1,102,14,9,92,-7
FC(F)(F)C(F)(F)C(F)(F)c1nnc2ccc(N3CCOCC3)nn12,·,-11,-0.7,17,1,98,12,-1,98,-33
COC(=O)CNC(c1ccccc1)c1cc(Br)ccc1NC(=O)OCc1ccccc1 (stereo not given),1,-11,-1.5,-9,10,68,23,-26,73,-58
O=C(NCc1ccccc1)c1ccc(C(=O)N(C2CCCCC2)C2CCCCC2)cc1,1,-9,-2.6,-3,1,79,25,22,78,-42
CC(C)COC(=O)N1CCCC1C(=O)Nc1nccs1 (stereo not given),1,-14,-0.7,-1,2,90,5,-4,97,-36
CC1=CC(C)(C)N2C(=O)C3(C(C#N)=C(N)OC4=C3C(=O)CC(C)(C)C4)c3cc(C)cc1c32 (stereo not given),-1,-6,-4.2,-21,1,78,4,10,80,-20
